Source: PubChem BioAssay
BL2 CD40 inh – CD40 pathway inhibition in BL2 cells; hit rate 0.94% among 83,000; inhibition, % at 10 µM; BL2 NF-kB luciferase reporter, CD40L-induced, 4 h; AID 1053188;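 active = mean inhibition of at least 50% with a set share of replicates also reaching that level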;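 note: 0% = neutral control wells and 100% = IKK inhibitor VII at 50 µM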
* = called active by the depositor; [ ] = dose if it differs, or a comment. A portion of the library, so the mix of outcomes need not match the whole.

canonical_smiles	BL2 CD40 inh
COc1ccccc1CN(C)C(=O)COC(=O)c1ccc(Cl)nc1	-2.0
COc1ccc(NC(=O)COC(=O)CNC(=O)COc2ccccc2)cc1OC	4.5
O=C(O)c1cc(N(Cc2ccccc2O)Cc2ccccc2O)ccc1O	-9.7[25 µM]
CC(=O)OCCCn1c(C)[n+](C)c2cc(Cl)c(Cl)cc21	1.4
COc1ccc(C(=O)C2CCN(C(=S)NCCc3ccc(OC)c(OC)c3)CC2)cc1	32.0
COc1ccc(NS(=O)(=O)c2ccc(-c3coc(C)n3)cc2)cc1	9.1
CNC(=S)N/N=C1\CC(c2ccccc2)Oc2ccccc21 (stereo unspecified)	-5.8
C[C@@H]1CN([C@H](C)CO)C(=O)c2c(c3ccccc3n2C)-c2ccccc2CO[C@H]1CN(C)Cc1ccc(C(F)(F)F)cc1	16.5
CCCCn1nc(C(=O)NC2CCCCCC2)c2ccccc2c1=O	9.0
CCc1ccc(C(O)(c2ccccc2OC)C(CN2CCOCC2)c2ccccc2)cc1 (stereo unspecified)	28.1
Cc1ccc(-c2ccc3c(c2)O[C@@H](CN(C)Cc2cncnc2)[C@@H](C)CN([C@@H](C)CO)S3(=O)=O)cc1	4.4[25 µM]
CCCC(=O)Nc1nnc(S(=O)(=O)N2CCCCCC2)s1	4.6

3 structures from above, sorted by formula weight, rising.
canonical_smiles	BL2 CD40 inh
CNC(=S)N/N=C1\CC(c2ccccc2)Oc2ccccc21 (stereo unspecified)	-5.8
COc1ccccc1CN(C)C(=O)COC(=O)c1ccc(Cl)nc1	-2.0
Cc1ccc(-c2ccc3c(c2)O[C@@H](CN(C)Cc2cncnc2)[C@@H](C)CN([C@@H](C)CO)S3(=O)=O)cc1	4.4[25 µM]

(next part)
canonical_smiles	BL2 CD40 inh
CSCCC(NC(=O)c1ccco1)C(=O)O (stereo unspecified)	5.1
Cn1c(C(=O)Nc2ccc3c(c2)OCCO3)cc2c(=O)n(C)c3ccccc3c21	3.9
O=C(NC1CCCCCC1)c1cc(S(=O)(=O)N2CCCCC2)ccc1N1CCOCC1	6.9
N#C[C@@H]1[C@@H](c2ccccc2-c2ccccc2F)[C@H](CO)N1C(=O)c1cccc(F)c1	-8.4[25 µM]
Cc1nc2sc(C(c3ccco3)N3CCOCC3)c(O)n2n1 (stereo unspecified)	26.9
c1ccc(-c2nc(N3CCOCC3)sc2-c2ccccc2)cc1	11.0
COc1cccc(NC(=O)CN(C)C(=O)c2cc(-c3cccc(Br)c3)nc3ccccc23)c1	14.7
CCCCNC(=O)CN(c1cc(C(F)(F)F)ccc1Cl)S(C)(=O)=O	8.9
Cc1cccc(-c2ccc([C@H]3[C@H]4CN(S(=O)(=O)c5ccccc5F)CCCCN4[C@H]3CO)cc2)c1	14.7[25 µM]
CCCn1nc(C(=O)Nc2ccc(N3CCOCC3)cc2)c2ccccc2c1=O	3.9
COc1cc(C(=O)OCC(=O)NC(=O)C2CCCCC2)ccc1OC(F)F	0.9
O=[N+]([O-])c1ccc(CN2C=NS(=O)(=O)c3ccccc32)cc1	11.0
Cc1cc(C(=O)NC2=NCCS2)cs1	7.5
O=C(O)CC1(CC(=O)Nc2cc3ccccc3cn2)CCCCC1	-2.0
COc1ccc2c3c([nH]c2c1)[C@H](CO)N(C(=O)c1ccccn1)CC31CCN(S(C)(=O)=O)CC1	-7.3[25 µM]
CC1=C(C(=O)c2ccccc2)C(c2ccc(N3CCOCC3)cc2)NC(=O)N1 (stereo unspecified)	26.8
Nc1ncnc(Sc2ncccn2)c1[N+](=O)[O-]	84.3*
COc1ccc(N2CCN(C(=O)COC(=O)[C@@H](NC(=O)OCc3ccccc3)C(C)C)CC2)cc1	3.9
CN(C)C/C(Cl)=C(\Cl)c1ccccc1	5.0
CC(C)c1ccc(Nc2nnc(SCC(=O)NCC3CCCO3)s2)cc1 (stereo unspecified)	-47.7
O=C(c1ccc2nc(Cc3cccc(Cl)c3)oc2c1)N1CCC(O)CC1	-2.0
C[C@@H]1CN([C@H](C)CO)C(=O)c2cc(NS(=O)(=O)c3cn(C)cn3)ccc2O[C@@H]1CN(C)S(=O)(=O)c1ccc(F)cc1	-3.0[25 µM]
O=C(O)c1cc(Cl)c2ccccc2c1O	-2.3
COC(=O)C1CC23C=CCN4CCC5(c6ccccc6NC15C2C)C43 (stereo unspecified)	3.8
COc1ccc(CCNC(=O)COc2ncnc3ccccc23)cc1	-2.0
C[C@H]1CN([C@@H](C)CO)C(=O)c2cccc(NC(=O)C3CCCCC3)c2O[C@@H]1CN(C)S(C)(=O)=O	-15.2[25 µM]
CCOC(=O)N1CCN(C(=O)CSc2nnc3[nH]c(=O)c(C)c(C)n23)CC1	1.5
COc1ccc2c3c(n(C)c2c1)[C@@H](CO)N(C(=O)c1ccc(F)cc1)CC31CN(CC2CCOCC2)C1	-1.2[25 µM]
Cc1nnc(NC(=O)c2ccc3c(c2)NC(=O)CS3)s1	-1.4
COc1ccc(C(=O)Nc2ccc3c(c2)C(=O)N(C)C[C@@H](OC)[C@H](C)CN(C)[C@H](C)CO3)cc1	-1.2
COc1ccc2c3c(n(C)c2c1)[C@@H](CO)N(C(=O)C1CCOCC1)CC31CN(C(=O)C2CC2)C1	-1.0
CCn1cc(C(=O)NCCCN2CCCC2)c(=O)c2cc(S(=O)(=O)N3CCc4ccccc4C3)ccc21	-0.6
CC(=O)N1CC2(C1)[C@H](c1ccccc1)[C@H](CO)N2C(=O)c1cnccn1	-2.1[25 µM]
CC(C)NS(=O)(=O)c1ccc(CCC(=O)O)cc1	-4.7
COc1ccc(CNc2ccc(S(N)(=O)=O)cc2)c(OC)c1OC	-7.3
O=C(N/N=C/c1ccco1)c1ccccc1OCc1ccc(Br)cc1	-11.9
O=C(CN1CCOCC1)NNc1nc(-c2ccccc2)c2cc(Br)ccc2n1	6.8
O=C(O)CCCNS(=O)(=O)c1ccccc1	3.0
O=C(C[C@H]1C[C@H]2c3cc(NC(=O)C4CCOCC4)ccc3O[C@H]2[C@H](CO)O1)NCc1cc(F)ccc1F	-8.8[25 µM]
CCC(=O)N1CC(=O)N2[C@H](C1)[C@@H](c1ccc(-c3ccc(C#N)cc3)cc1)[C@@H]2CO	-2.3[25 µM]
COc1ccc(NC(=O)C(CCSC)NC(N)=O)cc1NS(=O)(=O)c1ccc(F)cc1 (stereo unspecified)	8.1
CC(C)[C@@H]1COCc2cnnn2CCC[C@@H](C)C(=O)N1	-7.8[25 µM]
Cc1ccccc1CS(=O)(=O)c1snnc1C	1.3
Cc1ccc(NC(=O)CSCC(=O)N(C)Cc2c(F)cccc2Cl)cc1	8.1
O=c1[nH]cc(S(=O)(=O)N2CCN(c3ccc(F)cc3)CC2)c(=O)[nH]1	6.8
O=C(COC(=O)C1CCC1)Nc1cccc(Cl)c1	1.4
C/C=C/c1ccccc1[C@@H]1[C@H](C#N)N(C(=O)CN2CCOCC2)[C@H]1CO	-11.5[25 µM]
O=C(C[C@H]1C[C@H]2c3cc(NC(=O)c4cccnc4)ccc3O[C@H]2[C@H](CO)O1)NC1CCCCC1	-8.3[25 µM]
Cc1sc2ncnc(N3CCC(C(=O)Nc4sc5c(c4C(N)=O)CCC(C)C5)CC3)c2c1C (stereo unspecified)	4.9
CCOc1nc2cnccc2n(CC(=O)Nc2ccccc2F)c1=O	5.0
CCCC(=O)Nc1nc2c(OC)ccc(OC)c2s1	0.6
N#Cc1ccc(-c2ccc3c(c2)[C@H]2[C@H](CCN2C(=O)Cc2ccccc2)[C@@H](CO)N3)cc1	15.8[25 µM]
OC[C@@H]1[C@@H](c2ccc(C#Cc3ccccc3F)cc2)[C@@H]2CN(Cc3cncnc3)CCCCN12	-29.5[25 µM]
CCC(=O)Nc1sc2c(c1C#N)CCC2	1.0
CS(=O)(=O)Nc1ccc2c(c1)[C@@H]1C[C@H](CC(=O)NCc3ccncc3)O[C@@H](CO)[C@@H]1O2	4.0[25 µM]
CN(C)Cc1cn(CC[C@H]2CC[C@H](NC(=O)Cc3cccnc3)[C@H](CO)O2)nn1	-6.3[25 µM]
Cc1nc2scc(-c3cccs3)c2c(=O)n1-n1cccc1	8.7
CC(=O)Nc1ccc(NC(=O)c2cccc(Oc3ccccc3)c2)cc1	2.0
CO[C@@H]1CN(C)C(=O)c2cc(NC(=O)Nc3cccc(Cl)c3)ccc2OC[C@H](C)N(C(=O)Nc2c(C)noc2C)C[C@@H]1C	2.8[25 µM]
Cc1nc2sccn2c(=O)c1CCN1CCC(=C(c2ccc(F)cc2)c2ccc(F)cc2)CC1	27.5*

Part of the list above, with each value named.
CC(C)[C@@H]1COCc2cnnn2CCC[C@@H](C)C(=O)N1
  BL2 CD40 inh: -7.8[25 µM]
Cc1nc2sc(C(c3ccco3)N3CCOCC3)c(O)n2n1 (stereo unspecified)
  BL2 CD40 inh: 26.9
CCCCNC(=O)CN(c1cc(C(F)(F)F)ccc1Cl)S(C)(=O)=O
  BL2 CD40 inh: 8.9
C[C@@H]1CN([C@H](C)CO)C(=O)c2cc(NS(=O)(=O)c3cn(C)cn3)ccc2O[C@@H]1CN(C)S(=O)(=O)c1ccc(F)cc1
  BL2 CD40 inh: -3.0[25 µM]

(next part)
canonical_smiles	BL2 CD40 inh
CCN(CC)S(=O)(=O)c1ccc(OC)c(N)c1	3.2
COc1ccc(S(=O)(=O)N(C)C[C@H]2Oc3ccc(NC(=O)Nc4ccc(C(F)(F)F)cc4)cc3C(=O)N([C@@H](C)CO)C[C@@H]2C)cc1	73.8*[25 µM]
c1ccc(CN2CCN(c3nc(-c4ccccn4)nc4ccccc34)CC2)cc1	-18.2
O=C(NC(=O)N1CCCCC1)c1ccccc1	4.9
COCCNC(=O)Cn1cc2c(n1)CCC(C)C2 (stereo unspecified)	4.8
CSC1=NCCN1C(=O)c1c(-c2ccccc2Cl)noc1C	13.7
COC(=O)c1cc(Br)c(N)cc1OC	16.5
CC1(c2ccccc2)NC(=O)N(CC(=O)Nc2cc(C(F)(F)F)ccc2N2CCCCC2)C1=O (stereo unspecified)	10.8
CCCc1ccc2oc(C(=O)N(C)Cc3nccs3)c(C)c2c1	-81.3
Cc1ccc(-c2nc(CN(C)Cc3ccc4nccnc4c3)c(C)o2)s1	2.9
O=C(CNC(=O)c1ccccc1F)Nc1ccc2c(c1)CCC2	-37.8
CC(=O)c1cccc(NC(=O)/C=C/c2ccc([N+](=O)[O-])s2)c1	7.3
CC(=O)c1sc(NC(=O)CN2C(=O)C3CC=CCC3C2=O)nc1-c1ccccc1 (stereo unspecified)	4.5
Cc1cccc(N2CCN(C(=O)C3CCN(S(=O)(=O)N4CCOCC4)CC3)CC2)c1C	-0.4
CC1=CC(C)(C)N2C(=O)C3(NCCc4c3[nH]c3ccccc43)c3cc(C)cc1c32 (stereo unspecified)	-16.4
N#C[C@H]1[C@H](c2ccc(C#CC3CCCCC3)cc2)[C@@H](CO)N1S(=O)(=O)c1ccccc1	17.1
CC(CCc1ccccc1)NC(=O)C1CCCN(c2nnc(-n3cccc3)s2)C1 (stereo unspecified)	-7.8
c1cc(-c2nnc(-c3ccncc3)o2)ccn1	18.3
C[C@@H]1CN([C@@H](C)CO)C(=O)c2c(c3ccccc3n2C)-c2ccccc2CO[C@H]1CN(C)C(=O)[C@H]1CCCN1C	-11.8[25 µM]
Cc1ccccc1/C=N\NC(=O)c1ccccc1-n1cccc1	-74.7
O=C(CN1CCN(c2ccc(O)cc2)CC1)NC(c1ccccc1)c1ccccc1	-2.2
OCCCNCc1ccc(Cl)cc1Cl	5.0
C/C=C/c1ccccc1[C@H]1[C@@H](CO)N(C(=O)NC2CCCC2)[C@H]1C#N	4.6
CN1C(=O)c2cc(NC(=O)Cc3cccs3)ccc2OC[C@H]2O[C@H](CC(=O)NCC3CC3)CC[C@H]21	2.9
CCOCC(=O)Nc1nc(C)cc(C)n1	4.5
Cc1nn(CC(=O)O)c2ccccc12	9.6
CCCNC(=O)Nc1ccc2c(c1)C(=O)N(C)C[C@H](OC)[C@H](C)CN(C(=O)C1CCC1)[C@@H](C)CO2	3.5
N#C[C@@H]1[C@H](c2ccc(-c3cccc(F)c3)cc2)[C@H](CO)N1C(=O)NC1CCCC1	22.4[25 µM]
CCn1ncc2c1C(=O)NC1c3ccccc3C(=O)N21 (stereo unspecified)	-3.9
O=C(CN1c2cccc3cccc(c23)S1(=O)=O)Nc1c(F)c(F)c(F)c(F)c1F	8.6
O=C(Nc1cccc(S(=O)(=O)NC2=NCCC2)c1)c1cc(=O)[nH]c2ccccc12	-9.5
CC(C)(C)SCCNC(=O)c1cccc([N+](=O)[O-])c1	-13.7
Cc1noc(C)c1COc1ccc(C(=O)N2CCC(C)CC2)cc1	-0.9
C[C@H](CO)N1C[C@H](C)[C@H](CN(C)C(=O)Cc2ccccc2)Oc2ncc(C3=CCCCC3)cc2C1=O	-1.9[25 µM]
c1ccc(Cn2nnc3c(NCC4CCCO4)ncnc32)cc1 (stereo unspecified)	-4.6
CCCN1CCN(C(=O)C(NC(=O)c2ccco2)C(C)C)CC1 (stereo unspecified)	5.6
CC12C(=O)N(c3nccs3)C(=O)C1(C)C1CCC2O1 (stereo unspecified)	3.6
O=C(OCC(=O)N(Cc1ccccc1)Cc1ccccc1)c1ccccc1NCCO	4.2
CC1CCC(NC(=O)c2ccc(COc3ccccc3)o2)CC1 (stereo unspecified)	-0.8
COc1cccc(-c2cc(C(=O)NCCN3CCOCC3)no2)c1	-2.4
Cc1ccc(NC(=S)Nc2cccc3cnccc23)cc1	-34.9
C[C@H]1CN(C)C(=O)c2cccc([N+](=O)[O-])c2O[C@@H]1CN(C)C(=O)OC(C)(C)C	-3.7
CCC(=O)N(C)C[C@H]1Oc2ncc(C#Cc3ccccc3OC)cc2C(=O)N([C@H](C)CO)C[C@H]1C	-4.4[25 µM]
O=C(CSc1nncs1)Nc1cccc2ccccc12	-8.1
